ARNT TACC3 PPI = disruptors of human ARNT/TACC3 interaction. Q9Y6A5. AlphaScreen His-ARNT PAS-B/GST-TACC3 binding, luminescence; TACC3 fragment carries E629A point mutation. inhibition, % at 9.99 µM. 390,000 compounds, 0.66% hits. AID 623870;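 active = mean inhibition of replicates at least 50% and at least half of replicates each reaching 50%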;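 note: 0% = complete ARNT plus TACC3 wells and 100% = ARNT alone without TACC3; many hits fall short of the cut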
INS-1E GSIS act = GLuc luminescence reporter in INS-1E cells, primary screen for activators of glucose-dependent secretion of insulin; activation, % at 16.6 µM; AID 743287; INS-1E GLuc reporter insulin secretion, 2-3 h; 370,000 compounds, 0.61% hits;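 active = lowest replicate activation of at least 40%, so every replicate reaches that level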;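 note: 0% = median of neutral control wells and 100% = median of IBMX positive control wells; some compounds called inactive have numbers as strong as hits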
PglD DTNB = inhibitors of Campylobacter jejuni PglD acetyltransferase. 360,000 compounds, 0.098% hits. inhibition, % at 12.5 µM. purified PglD enzyme, DTNB colorimetric CoA detection; in the data active = inhibition above about 16%, passing the limit was not always enough; note: strong numbers were not always called active
PAX8 inh HTS = PAX8 transcriptional activity inhibition | RMG-I TPO-luciferase reporter, SteadyGlo, 24 h | inhibition, % at 12.6 µM | AID 652154 | 360,000 compounds, 1.2% hits;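 active = mean replicate inhibition at least 60% with every replicate also reaching 60%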;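 note: luciferase light reporting Pax8 driven TPO promoter activity; plate controls were median of neutral control wells for no effect and mitoxantrone controls for full effect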
Cneo AK release = causes C. neoformans cell lysis. adenylate kinase release luminescence, 4 h; normalised: neutral wells 0, clomiphene wells 100. lysis activity, % at 15 µM. 360,000 compounds, 0.2% hits. AID 651654;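 active = mean lysis activity across replicates of at least 80%, whatever share of replicates individually reach that level; inactive = mean lysis activity below 80%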
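Material – Cryptococcus neoformans yeast cells · Quantity – 5 × 10^6 yeast cells/mL · Buffer or medium – YPD medium · Compound – single dose · Timing – 4 h static compound exposure, 37 °C, read 1 h post-reagent · Signal – adenylate kinase release luminescence · Read-out basis – lysis from increased AK signal · Benchmarks – Clomiphene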
Statin myotox sup = protects C2C12 myotubes from simvastatin toxicity; 330,000 compounds, 0.78% hits; rescue of ATP level, % at 7.49 µM; ATP luminescence, 48 h; scaled: DMSO 0, geranylgeraniol control 100; AID 602340;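 active = mean ATP rescue above about 67%, or every replicate alone reaching that limit, limit read from the data, passing the limit was not always enough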;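 note: myotubes were challenged with 10 µM simvastatin during compound exposure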
LGR2 inh = inhibitors of bursicon-induced Drosophila LGR2 receptor cAMP signaling | 380,000 compounds, 0.35% hits | HEK293 LGR2, CRE-luciferase, bursicon-stimulated, 4 h | inhibition, % at 9.99 µM | AID 720647;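 active = drop in luminescence signal, shown as inhibition above about 50% in the replicate tests, limit read from the data, passing the limit was not always enough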;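 note: agonist challenge used bursicon conditioned medium at about half maximal strength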
PGC1a acetyl inh = PGC1a acetylation modulation, inhibitor mode | U2OS PGC1a acetylation, AlphaScreen anti-acetyl-lysine; with virally co-expressed GCN5 acetyltransferase | inhibition, % at 15.6 µM | 350,000 compounds, 0.17% hits | AID 651687;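 active = every replicate shows inhibition of at least 40%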;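 note: 0% = neutral control wells and 100% = positive control wells; some results beyond the cut were filed as inactive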
* marks the source's active call; other numbers are inactive results; / = not tested or not shown; & = joins results of further samples.

SMILES | ARNT TACC3 PPI | INS-1E GSIS act | PglD DTNB | PAX8 inh HTS | Cneo AK release | Statin myotox sup | LGR2 inh | PGC1a acetyl inh
N#C[C@@H]1[C@H](c2ccccc2C2=CCCCC2)[C@H](CO)N1S(=O)(=O)c1ccccc1 | / | -11.2 | / | -45.3 | / | / | 3.3 | 3.5
COc1cc(CNC(C)c2ccccc2)c(Br)cc1OCC(N)=O (stereo not drawn) | 0.6 | 7.9 | 1.0 | / | -1.5 | 13.6 | 1.7 | -17.8
Cn1c2ccccc2c2c(C(=O)NCc3ccco3)cn(C3CCCCC3)c(=O)c21 | -3.8 | / | / | 0.6 | 2.8 | -45.0 | / | 1.7
C=CCN1C(=O)CS/C1=C(\C#N)S(=O)(=O)c1ccc(C)cc1 | -5.0 | -10.6 | -0.9 | / | -2.5 | 11.3 | -1.4 | 4.1
COC(=O)CC1C(=O)NC2CCCCC2N1C(=O)CCl (stereo not drawn) | 13.2 | 3.6 | -9.0 | 11.8 | 1.7 | / | -1.0 | 11.3
CCOc1ccc(C(=O)OCC(=O)Nc2ccc3c(c2)OCCO3)cc1OC | -7.4 | 9.1 | 0.7 | -7.9 | 1.9 | 4.1 | -4.8 | /
COc1ccccc1-c1cnc2c(c1)C(=O)N([C@H](C)CO)C[C@@H](C)[C@H](CN(C)C(C)=O)O2 | -1.8 | 19.0 | -1.9 | / | -4.0 | -9.4 | 5.1 | /
COc1cc2c(cc1OC)CN(C(=S)Nc1cccc(Cl)c1C)CC2 | -4.3 | -22.1 | / | 13.7 | / | 0.3 | / | -62.8
O=C(CSc1ncn[nH]1)N1CCN(S(=O)(=O)c2ccc(Cl)cc2)CC1 | -0.7 | / | 3.1 | / | -0.8 | -25.7 | / | -4.4
Cc1nc(NC(=O)C(C)(C)C)sc1-c1csc(N)n1 | / | -17.8 | / | 5.3 | / | -6.2 | 9.3 | 11.6
COc1ccc(CNC(=O)COC(=O)c2ccc3c(c2)OCCO3)cc1 | -1.0 | 5.6 | 6.2 | / | 2.6 | 0.3 | 7.7 | /
Cc1cc(F)ccc1S(=O)(=O)Nc1ccccc1C(=O)NCc1cccnc1 | -3.0 | 9.9 | / | 3.7 | / | / | 5.2 | /
CCOc1cc(C2C3=C(CC(C)(C)CC3=O)Nc3n[nH]c(C)c32)ccc1O (stereo not drawn) | -20.1 | 42.8* | / | 18.9 | / | 3.1 | -8.4 | -11.6
CC(C)c1ccc(OCC(=O)N(Cc2ccccc2)c2ccccn2)cc1 | 3.7 | -29.4 | -6.4 | 8.8 | 1.4 | -8.6 | -18.0 | -4.6
C[C@H]1CN([C@@H](C)CO)C(=O)Cc2cc(NS(=O)(=O)c3ccc(F)cc3)ccc2O[C@H]1CN(C)Cc1ccc(C(=O)Nc2ccccc2N)cc1 | 0.6 | 5.2 | 0.1 | 10.5 | -1.7 | 35.3 | -39.1 | -1.0
O=C(c1ccccc1)N1C[C@H]2[C@@H](c3ccccc31)[C@@H](CO)N2Cc1ccccn1 | 15.3 | 4.8 | 2.9 | 15.5 | -0.5 | -2.6 | -8.6 | -2.9
COCCOC(=O)c1c(NC(=O)CNCc2ccco2)sc(C(N)=O)c1C | 8.8 | 2.7 | -0.1 | -4.9 | 3.0 | / | 7.0 | -10.3
CCc1nnc(NC(=O)c2cccc(S(=O)(=O)N3CCN(c4ccccc4)CC3)c2)s1 | 0.0 | / | -11.6 | / | 3.6 | -8.8 | / | /
Cc1nc(-c2ccc(C(=O)N3CCOCC3)cc2)cs1 | -1.1 | / | -2.8 | / | -2.7 | -9.4 | / | 6.1
O=C(COC(=O)c1ccc(S(=O)(=O)N2CCCCC2)cc1)NC1CCCCC1 | / | 8.3 | 0.0 | -9.5 | -0.8 | 6.3 | 3.4 | 9.0
C[C@H](CO)N1C[C@H](C)[C@@H](CN(C)C(=O)Nc2ccc(F)cc2)Oc2ncc(C3=CCCC3)cc2C1=O | -6.9 | -22.9 | -0.2 | / | -1.7 | 30.8 | 10.0 | -13.0
Cc1cc(C)c2nc(C)cc(N/N=C/c3ccc(O)cc3)c2c1 | 54.7* | 28.2 | -12.7 | 94.1* | 0.0 | -73.0 | -3.5 | /
COC(=O)c1ccc(COC(=O)c2nn(C)c(=O)c3ccccc23)cc1 | 0.0 | 5.7 | -1.2 | -44.1 | -0.3 | 17.1 | -8.3 | 12.1
CN(C)/C=C1\C(=O)Oc2ccccc2C1=O | / | -3.4 | -3.0 | -14.3 | 1.4 | / | -15.9 | -28.5
Cc1cc(OCC(O)CN2CCN(C)CC2)ccc1C(C)C (stereo not drawn) | -9.1&4.6 | -1.2 | -0.8&3.1 | -3.5&-6.7 | -2.0&1.6 | 4.1 | 8.4 | -8.6&0.4
O=C(C1=C[C@H](c2ccccc2)C[C@H](OCc2ccc(CO)cc2)O1)N1CCN(Cc2ccccc2)CC1 | 1.8 | -18.8 | 2.2 | -7.3 | 0.8&10.2 | 20.7 | 6.4 | -5.7&-5.7
C[C@@H]1CN([C@@H](C)CO)C(=O)c2cc(Br)cnc2O[C@H]1CN(C)Cc1ccccc1C(=O)O | -7.0 | -7.3&21.8 | 4.2 | -12.7&-11.1 | 1.6 | 1.4&-7.6 | 1.1&-2.6 | -1.2&5.7
NC(=O)C1=C[C@H](c2ccc(C(F)(F)F)cc2)C[C@H](OCCCCO)O1 | -0.6 | -12.3 | -3.0 | 14.6 | -0.3 | -1.8 | -12.0 | -2.2
Cc1ccc(-c2nc(SCC(=O)NCC3CCCO3)c(-c3ccc(Cl)cc3)[nH]2)cc1 (stereo not drawn) | -5.4 | -5.9 | -5.7 | -1.9 | 0.8 | -40.7 | -10.3 | /
Brc1cccc(OCCCCN2CCCCC2)c1 | -3.3 | 10.7 | / | -13.1 | / | -7.0 | -7.0 | -7.6
CCOC(=O)N1CCN(C(=O)c2ccc3c(c2)N(Cc2cccc(Cl)c2)C(=O)c2ccccc2S3=O)CC1 (stereo not drawn) | -5.4 | -6.5 | -0.4 | -0.6 | 0.9 | 9.6 | -2.3 | -14.6
Cc1[nH]n(-c2ccccc2)c(=O)c1/C=N/NC(=O)C(C)C | 70.0* | 7.9 | 4.0 | 14.8 | 1.3 | -0.3 | 3.1 | -6.5
Cc1nnsc1C(=O)Nc1ccc(Cl)cc1 | -5.9 | / | -5.5 | / | -8.7 | -0.8 | / | -1.2
CCN(Cc1ccccc1)S(=O)(=O)c1ccc(S(=O)(=O)N(Cc2cccc(OC)c2)CC2CCCO2)cc1 (stereo not drawn) | -3.5 | -1.6 | -3.4 | / | 0.3 | -19.9 | 4.7 | -18.6
CCOC(=O)c1sc(NC(=O)CSc2nncn2C)nc1C | -14.1 | 9.1 | / | -17.9 | / | / | / | 4.5
CCOC(=O)C1=C(COC(=O)c2cccc(NC(C)=O)c2)NC(=O)NC1C (stereo not drawn) | -2.5 | 7.3 | -6.4 | 11.6 | 0.0 | -6.7 | -11.3 | 13.4
CC(C)C[C@@H](CO)N1CCN(CCCc2ccccc2)CCC1=O | -16.9 | -13.5 | 1.5 | 4.0 | -1.7 | 1.1 | -6.5 | 6.0
Cc1ccc(S(=O)(=O)Nc2cccc3c2O[C@@H](CN(C)C(=O)NC2CCCCC2)[C@H](C)CN([C@H](C)CO)C3=O)cc1 | -1.9 | 10.2 | -0.4 | -21.5 | 40.0 | -11.4 | -6.6 | 3.6
COc1ccc2c(c1)c1c(n2C(C)=O)C(OC(C)=O)=NCC1 | 3.0 | / | 6.2 | / | -1.9 | 12.4 | / | 8.9
CC(C)Cn1cnc2c1c(=O)n(CC(O)c1ccccc1)c(=O)n2CC(C)C (stereo not drawn) | 0.9 | -0.3 | -2.7 | / | 1.7 | 30.5 | 26.8 | -2.5
CCOC(=O)c1cccc(N2C(=O)C3C(C2=O)C2C=CC3C23CC3)c1 (stereo not drawn) | 0.8 | 0.1 | 5.5 | / | -1.1 | -3.0 | -13.3 | -9.6
CCNC(=O)[C@H]1[C@H](CO)[C@H]2Cn3c(ccc(-c4cccc(F)c4)c3=O)[C@H]2N1CC1CCOCC1 | -6.3 | 3.5 | 7.8 | -5.3 | 4.2 | -12.1 | 5.1 | /
COc1ccc(-c2cc(C)no2)cc1S(=O)(=O)N(C)c1ccc(C)c(C)c1 | 3.3 | 1.9 | -2.4 | 5.8 | -1.9 | -5.9 | 9.5 | -23.8
CN(NC(=O)c1ccccc1)c1ncc(C(F)(F)F)cc1Cl | / | 0.8 | 0.5 | -5.2 | -0.7 | / | -4.9 | -20.4
O=C(CCCN1C(=O)/C(=C\c2ccco2)SC1=S)Nc1ccc(O)cc1C(=O)O | -22.7 | 5.2 | -5.9 | 1.0 | -1.2 | 1.0 | 4.4 | /
CC1(c2ccc3ccccc3c2)NC(=O)N(CC(=O)NCC(C)(C)N2CCOCC2)C1=O (stereo not drawn) | 1.6 | 8.7 | 3.8 | -0.5 | -0.4 | -8.2 | 3.4 | 2.8
COC(=O)C1=C(C)NC(=O)NC1c1ccccc1Cl (stereo not drawn) | 7.2 | 2.9 | -6.1 | -10.7 | -6.0 | -1.7 | 28.6 | -5.4
CCOc1ccccc1OCC(=O)Nc1ccc2[nH]c(=O)[nH]c2c1 | / | 22.8 | -2.3 | 13.6 | 0.3 | -5.9 | -5.7 | /
C=CCNC(=O)[C@H]1[C@@H]2C(=O)O[C@@H](c3ccccc3)[C@@H](c3ccccc3)N2[C@@H](c2ccc(O)cc2)[C@]12C(=O)N(C(=O)OCCOC)c1ccc(C#CCC(C(=O)OC)C(=O)OC)cc12 | 10.7 | / | 0.5 | -0.8 | -4.0 | / | / | /
CC(OC(=O)c1cccc(-n2cnnn2)c1)C(=O)NCc1ccccc1 (stereo not drawn) | -6.3 | 6.1 | 0.1 | -7.9 | / | 8.2 | 4.0 | 9.5

Later entries
SMILES | ARNT TACC3 PPI | INS-1E GSIS act | PglD DTNB | PAX8 inh HTS | Cneo AK release | Statin myotox sup | LGR2 inh | PGC1a acetyl inh
COc1ccc(S(=O)(=O)N2CCN(CC(=O)Nc3cc(C(F)(F)F)ccc3Cl)CC2)cc1 | -12.5 | / | -6.1 | / | 0.3 | 44.1 | / | -1.0
CCOc1ccc(CN(CCO)CCO)cc1C(=O)OC | 8.0 | / | -0.1 | / | 8.3 | -18.2 | / | 9.4
CC(C)(C)NC(=O)c1ccnc(C(C)(C)C)c1 | 3.0 | -9.6 | 3.9 | / | 10.5 | -40.2 | 19.3 | -1.3
C/C=C/c1ccc([C@@H]2[C@@H](CO)N(C(C)=O)[C@H]2CN(CC(C)C)C(C)=O)cc1 | -2.8 | 1.9 | 2.0 | -7.0 | -0.3 | -0.6 | -5.3 | -5.2
Cc1ncc(CN2CCN(C(C)C)C(CCO)C2)s1 (stereo not drawn) | 11.8 | 6.3 | -4.4 | 5.4 | -1.6 | 5.4 | 1.5 | 9.0
C=CCn1c(SCC(=O)NC(=O)c2cccn2C)nc2ccccc2c1=O | 1.9 | 1.4 | / | -0.2 | / | -3.2 | 28.5 | 3.8

Screening results from PubChem BioAssay.
